ANO1 activ = TMEM16A chloride channel activators or potentiators, primary screen, cell-based, HTS. AID 623877, 2012. Anoctamin-1 (Mus musculus), Q8BHY3. B-score at 10 µM. HEK293 TMEM16A/YFP-H148Q/I152L, iodide quench fluorescence; hits give low values. actives 0.3% (n = 340,000);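 active means fluorescence-ratio B-score plate-corrected deviation score at least 3 library SD below zero, with starting fluorescence score within 5 deviations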;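 further: channel opened by trigger with iodide after compound preincubation; score built on the fluorescence ratio of max minus min over baseline; more negative score means more quench and so TMEM16A activation or potentiation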
KCNK9 inh = KCNK9 potassium channel inhibitors, primary screen, HEK293 cells, thallium flux. Potassium channel subfamily K member 9 (Homo sapiens), Q9NPC2. actives 1.2% (n = 310,000). AID 488922, 2010. B-score at 10 µM. FluxOR thallium flux fluorescence; hits give low values;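 active means ratio B-score over 3 SD below the library mean, with starting fluorescence within 5 SD of its mean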;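 further: negative B-score means less thallium flux so channel inhibition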
Target sequence (Q9NPC2 whole entry, looked up): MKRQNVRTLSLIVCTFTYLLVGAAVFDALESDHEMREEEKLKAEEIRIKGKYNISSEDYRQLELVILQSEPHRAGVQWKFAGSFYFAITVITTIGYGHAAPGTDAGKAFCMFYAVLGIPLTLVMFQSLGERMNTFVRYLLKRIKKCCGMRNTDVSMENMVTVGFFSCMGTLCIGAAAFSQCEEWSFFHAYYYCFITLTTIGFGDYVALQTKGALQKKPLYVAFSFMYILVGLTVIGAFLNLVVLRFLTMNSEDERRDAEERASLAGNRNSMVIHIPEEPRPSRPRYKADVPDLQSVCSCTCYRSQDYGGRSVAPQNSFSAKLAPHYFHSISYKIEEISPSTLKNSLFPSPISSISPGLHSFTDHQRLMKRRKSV
ANO1 block = TMEM16A chloride channel inhibitors, primary screen, cell-based, HTS. HEK293 TMEM16A/YFP iodide influx fluorescence, ionomycin. normalized B-score (activity score, 25-100; higher = stronger inhibition) at 10 µM. actives 1.2% (n = 310,000). AID 588511, 2011;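 active means ratio plate-corrected score three or more library SD toward inhibition, starting fluorescence score within five deviations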;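 further: score derived from kinetic fluorescence span divided by baseline fluorescence per well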
KCNQ1 pot = potentiators or activators of KCNQ1 channel, primary screen, cell-based, thallium flux, high-throughput; actives 0.35% (n = 310,000); CHO-K1 KCNQ1, thallium flux FluxOR fluorescence; hits give high values; Potassium voltage-gated channel subfamily KQT member 1 (Homo sapiens), P51787; AID 2648, 2010; B-score at 10 µM;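 active means fluorescence ratio B-score, a plate-corrected score, at least three library SD, with initial intensity B-score within 5 SD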
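assay system = CHO-K1 cells stably expressing KCNQ1 | medium = assay buffer, equal DMSO in all wells | timing = 37 °C overnight plating, 90-min dark dye load, 20-min compound pretreatment | measured by = kinetic FluxOR thallium fluorescence, 10-s 1-Hz baseline, 110-s post-stimulus read | measure = fluorescence change relative to baseline, converted to B score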
KCNK3 inh = human KCNK3 channel inhibitors, primary screen, CHO cells, FluxOR thallium flux, B-score; FluxOR fluorescence; hits give low values; B-score at 10 µM; actives 0.84% (n = 340,000); AID 602410, 2012;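 active means B-score under library mean minus 4 SD, starting fluorescence ratio at most library mean plus 5 SD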;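 further: more negative B-score means stronger inhibition of thallium flux through KCNK3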
Target sequence (O14649 whole entry, looked up): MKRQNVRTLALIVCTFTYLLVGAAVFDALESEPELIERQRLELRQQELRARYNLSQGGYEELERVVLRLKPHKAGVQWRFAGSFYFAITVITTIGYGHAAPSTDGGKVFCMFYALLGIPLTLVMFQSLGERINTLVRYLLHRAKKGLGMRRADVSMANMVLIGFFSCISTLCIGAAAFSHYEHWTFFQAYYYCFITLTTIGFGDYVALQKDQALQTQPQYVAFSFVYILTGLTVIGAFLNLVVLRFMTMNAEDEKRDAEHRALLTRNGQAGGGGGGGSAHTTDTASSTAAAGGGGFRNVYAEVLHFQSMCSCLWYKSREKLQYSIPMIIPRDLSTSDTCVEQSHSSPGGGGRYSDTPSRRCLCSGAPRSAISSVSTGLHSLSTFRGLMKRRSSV
MrgX1 allo act = positive allosteric modulators of MrgX1, primary screen, HEK293 cells, Fluo-4 calcium flux; actives 0.63% (n = 310,000); B-score at 10 µM; FDSS; hits give high values; AID 588675, 2011;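 active means plate-corrected calcium response at least 3 library SD above typical, normal starting fluorescence, not activating the receptor alone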;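 further: compound read alongside a low EC10 to EC30 dose of BAM8-22 agonist; peak minus trough fluorescence over baseline measured at the second addition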
Target sequence (Q96LB2 whole entry, looked up): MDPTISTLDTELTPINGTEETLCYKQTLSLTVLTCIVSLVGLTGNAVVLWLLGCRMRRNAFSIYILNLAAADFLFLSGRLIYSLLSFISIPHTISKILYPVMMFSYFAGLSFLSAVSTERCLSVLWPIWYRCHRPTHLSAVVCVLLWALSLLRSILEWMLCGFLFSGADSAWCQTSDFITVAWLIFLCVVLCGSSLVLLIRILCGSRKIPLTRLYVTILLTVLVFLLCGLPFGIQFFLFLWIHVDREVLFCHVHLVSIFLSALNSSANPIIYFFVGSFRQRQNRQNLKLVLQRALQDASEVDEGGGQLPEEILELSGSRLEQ
KCNQ1 block = inhibitors of human KCNQ1 channel, primary screen, cell-based, thallium flux, high-throughput | CHO-K1 KCNQ1, FluxOR thallium flux fluorescence; hits give high values | Potassium voltage-gated channel subfamily KQT member 1 (Homo sapiens), P51787 | B-score at 10 µM | actives 1.3% (n = 310,000);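 active means compounds whose thallium flux B-score, printed positive for inhibition, exceeds three library SD while starting fluorescence stays within three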;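 further: channel opened by potassium depolarization with thallium stimulus after 20 min compound exposure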
hERG protect = hERG rescue from dofetilide block, primary screen, cell-based, CHO-hERG, FluxOR thallium flux, dofetilide IC70 | Voltage-gated inwardly rectifying potassium channel KCNH2 (Homo sapiens), Q12809 | dofetilide IC70 present | activation (rescue from dofetilide block), less the hit threshold, % at 10 µM | actives 0.51% (n = 310,000);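 active means activation above the mean of controls blocked by dofetilide plus 5 SD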;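 further: thallium influx through hERG after potassium depolarization seen as dye fluorescence rise; in these data hits start at about 4.7%; inactives centre near -7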
RGS4 inh = RGS4 inhibitors, primary screen, cell-based, HEK293 M3R inducible RGS4, calcium flux | Regulator of G-protein signaling 4 (Homo sapiens), P49798 | Fluo-4 calcium flux; hits give high values; triggered by carbachol at its EC20 | B-score at 10 µM | actives 0.45% (n = 310,000) | AID 463165, 2010;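 active means B-score, a plate-corrected calcium signal, over three deviations above library mean, with baseline fluorescence within five deviations of library mean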;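 further: RGS4 expression induced by doxycycline in cells with stable M3 receptor; B-score is computed from the integrated fluorescence ratio over baseline after carbachol; higher B-score means a larger calcium signal and so more RGS4 inhibition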
RGS4 act = RGS4 potentiators or activators, primary screen, cell-based, HEK293 M3R inducible RGS4, calcium flux; actives 0.92% (n = 310,000); carbachol calcium flux Fluo4; hits give low values; B-score at 10 µM; AID 463111, 2010;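 active means B-score of the integrated calcium signal more than 4 SD below the library mean, with starting fluorescence not abnormally high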;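 further: negative B-score means reduced calcium response which marks RGS4 activation or potentiation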
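test system = M3R-expressing HEK293 line, RGS4 induced by doxycycline | probe or stimulus = carbachol at ECmax as muscarinic agonist stimulus | timing = dye loading 30 min 37 °C, buffer rest 30 min RT | signal = calcium dye Fluo4 fluorescence | evaluation = B score from integrated fluorescence ratio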
MrgX1 agonist = agonists of human MrgX1 receptor, primary screen, HEK293 cells, Fluo-4 calcium flux | Mas-related G-protein coupled receptor member X1 (Homo sapiens), Q96LB2 | Fluo-4 calcium fluorescence, agonist mode; hits give high values | B-score at 10 µM | actives 0.44% (n = 310,000) | AID 588627, 2011;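 active means calcium response B-score plate-corrected fluorescence ratio at least 3 library SD, with starting fluorescence B-score inside 5 SD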
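Material: HEK293 cells stably expressing human MrgX1 receptor | Quantity: 15,000 cells per well | Times: Cells plated overnight, dye loaded 0.5 h 37 °C, 0.5 h room temperature | Measured by: Kinetic Fluo-4 NW fluorescence of intracellular calcium | Control set: Positive and negative controls per plate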
The depositor's hits bear a star; i = inactive; . = not tested or not shown. Not a hit list; about 6.3% have a hit in one of these screens.

SMILES	ANO1 activ	KCNK9 inh	ANO1 block	KCNQ1 pot	KCNK3 inh	MrgX1 allo act	KCNQ1 block	hERG protect	RGS4 inh	RGS4 act	MrgX1 agonist
Cc1ccc(Cl)c(OCC(=O)Nc2cc(S(=O)(=O)N3CCOCC3)ccc2N2CCCC2)c1	i	i	i	i	i	i	i	-12	i	i	i
CC(C)(C)c1cc(N/C=C\c2nnnn2-c2ccc(Br)cc2)no1	i	i	i	i	i	i	i	7.3*	i	i	i
Cc1ccc2c(c1)-c1c(cnn1CC(=O)N(Cc1ccco1)C1CCCCC1)CO2	i	i	i	i	i	i	i	-13	i	i	i
COC(=O)c1ccc(Cn2nnc3c(=O)[nH]c(C4CCN(S(=O)(=O)c5ccc(F)cc5)CC4)nc32)cc1	i	i	i	i	i	i	i	-12	i	i	i
COCCN(C(=O)CSc1nnc(-c2ccc(C(C)(C)C)cc2)n1N)c1c(N)n(CC(C)C)c(=O)[nH]c1=O	i	i	i	i	i	i	i	-8	i	i	i
c1ccc2c(c1)SCc1nnc(-c3ccncc3)n1-2	i	i	i	i	i	i	i	-8	i	i	i
CC(=O)N1CCN(C(=O)c2ccc(NS(=O)(=O)c3ccc4[nH]c(=O)[nH]c4c3)cc2)CC1	i	i	i	i	i	i	i	-13	i	i	i
O=C(c1cccc(Br)c1)N1CCN(c2ccc(N3CCOCC3)nn2)CC1	i	i	i	i	i	i	i	-5	i	i	i
Cc1ccc(S(=O)(=O)NCCC(=O)Nc2ccc(Cl)c(Cl)c2)cc1C	i	i	i	i	i	i	i	-8	i	i	i
COc1ccccc1C(=O)NCCC(=O)Nc1ccc(OC(F)(F)F)cc1	i	i	i	i	i	i	i	-3	i	i	i
Cc1c(NC(=O)C23CC4CC(CC(C)(C4)C2)C3)c(=O)n(-c2ccccc2)n1C	i	i	i	i	i	i	i	-8	i	i	i
Cc1cc(C)cc(NC(=O)C2CCC(CNC(=O)[C@@H]3Cc4ccccc4CN3)CC2)c1 (some centres undefined)	i	i	i	i	i	i	i	-9	i	i	i
CC(=O)NCC(=O)N1CCCC(C(=O)c2ccc3c4c(cccc24)CC3)C1 (centres undefined)	i	i	i	i	i	i	i	-6	i	i	i
O=C(NC(=C(Cl)Cl)S(=O)(=O)c1ccc(Cl)cc1)c1ccccc1	i	i	i	i	i	i	i	-6	i	i	i
CCOC(=O)c1ccc(NS(=O)(=O)c2ccc3c(c2)oc(=O)n3C)cc1	i	i	i	i	i	i	i	-7	i	i	i
CSC(C(=O)c1cc2ccccc2o1)c1ccccc1 (centres undefined)	i	i	i	15*	i	i	i	-6	i	i	i
CN(CC(=O)NCc1ccncc1)S(=O)(=O)c1cc(Cl)ccc1Cl	i	i	i	i	i	i	i	-7	i	i	i
Fc1ccc(OCc2cc(-c3ccccc3)no2)cc1	i	i	i	i	i	i	i	-3	i	i	i
Cc1noc(C)c1COc1cccc(C(=O)N2CCN(C/C=C/c3ccccc3)CC2)c1	i	i	i	i	i	i	i	-13	i	i	i
O=C(CSc1nnc2ccc(-c3cccnc3)nn12)Nc1ccc(F)cc1	i	i	i	i	i	i	i	-18	i	i	i
COc1cc(NC(=O)CC(C)C)ccc1NC(=O)c1ccco1	i	i	i	i	i	i	i	3	i	i	i
Cc1nnc(SC(C)C(=O)Nc2sc3c(c2C#N)CCCC3)[nH]c1=O (centres undefined)	i	i	i	i	i	i	i	-14	i	i	i
Cc1c(C(=O)N2CC3(CC(c4cccc(NC(=O)CC(c5ccccc5)c5ccccc5)c4)=NO3)C[C@@H]2C(N)=O)cc([N+](=O)[O-])cc1[N+](=O)[O-] (some centres undefined)	i	i	i	i	i	i	i	-8	i	i	i
N#Cc1cn(OCc2ccccc2)c(=O)[nH]c1=O	i	i	i	i	i	i	i	-5	i	i	i
CSc1cccc(NC(N)=S)c1	i	i	i	i	i	i	i	-3	i	i	i
CN(C)S(=O)(=O)c1cccc(NC(=O)c2ccc(-n3cncn3)c([N+](=O)[O-])c2)c1	i	i	i	i	i	i	i	-12	i	i	i
CCOC(=O)C1CCN(C(=O)Cn2cc(C(=O)C3CC3)c3ccccc32)CC1	i	i	i	i	i	i	i	2	i	i	i
C=CCn1c(NCc2ccccc2)nc2ccccc21	i	i	i	i	i	i	i	-12	i	i	i
COc1ccc(C2c3c(oc4ccc(Cl)cc4c3=O)C(=O)N2Cc2ccco2)cc1OC (centres undefined)	.	i	.	i	.	.	i	-7	i	i	.
O=C(Cn1cc(C(=O)c2cccs2)c2ccccc21)NCC1CCCO1 (centres undefined)	i	i	i	i	i	i	i	-19	i	i	i
O=C(CN1CCN(Cc2cccc(F)c2)CC1)NCc1ccccc1	i	i	i	i	i	i	i	-5	i	i	i
O=C(NCCN1C(=O)S/C(=C\c2ccccc2F)C1=O)C1CCN(S(=O)(=O)c2cccs2)CC1	i	i	i	i	i	i	i	-7	i	i	i
CN(C)C(CNC(=O)c1ccc(NS(=O)(=O)c2cccc([N+](=O)[O-])c2)cc1)c1ccco1 (centres undefined)	i	i	i	i	i	i	i	-15	i	i	i
CCNC(=O)CCSc1nc2cc(Cl)ccc2o1	i	i	i	i	i	i	i	-2	i	i	i
Cc1noc(C)c1CN1C(=O)NC2(CCCCCCC2)C1=O	.	i	i	i	i	i	i	-8	i	i	i
O=C(NN1CCCCC1)c1ccc(COc2ccc(Cl)cc2)cc1	i	i	i	i	i	i	i	-4	i	i	i
CN(C)CCOC(=O)C12CC3(C)CC(C)(CC(C)(C3)C1)C2	i	i	i	i	i	i	i	-4	i	i	i
O=C(/C=C/c1ccc(Cl)cc1Cl)Nc1cccc(S(=O)(=O)NC2=NCCCCC2)c1	i	i	i	i	i	i	i	-1	i	i	i
Cc1c(NC(=O)COc2ccc(C(C)C)cc2)c(=O)n(-c2ccccc2)n1C	i	i	i	i	i	i	i	-3	i	i	i
CCOC(=O)N1CCN(C(=O)CNC(=O)c2nn(-c3ccc(OC)c(Cl)c3)c(=O)c3ccccc23)CC1	i	i	i	i	i	i	i	-8	i	i	i
CC(C)Sc1nc2c(c(=O)[nH]c(=O)n2C)n1Cc1ccccc1	i	i	i	i	i	i	i	-9	i	i	i
O=C(CSc1nccn1-c1ccc(Cl)cc1)NCc1ccc2c(c1)OCO2	i	i	i	i	i	i	i	-2	i	i	i
CCOc1ccc(S(=O)(=O)N(CC(=O)NC2CCCC2)c2ccc(F)cc2)cc1	i	i	i	i	i	i	i	-4	i	i	i
O=C(CN1CCN(c2nc(-c3ccc(F)cc3)cs2)CC1)NCc1ccc2c(c1)OCO2	i	i	i	i	i	i	i	-7	i	i	i
O=C(NCC1CCCO1)c1nc(Cn2ccc([N+](=O)[O-])n2)no1 (centres undefined)	i	i	i	i	i	i	i	-6	i	i	i
COC(=O)C(C)Sc1nc2c(c(=O)n(C)c(=O)n2C)n1Cc1cccc(C)c1 (centres undefined)	i	i	.	i	i	.	i	-2	i	i	.
CC(=O)NCCC1CCN(C(=O)c2cc(COc3ccc(C)nc3)on2)CC1	i	i	i	i	i	i	i	-4	i	i	i
CC1CCN(S(=O)(=O)c2ccc(NC(=O)CN3CCCCCC3)cc2)CC1	i	i	i	i	i	i	i	-8	i	i	i
Cc1cc(-c2ccc(S(=O)(=O)NCc3ccc(F)cc3)cc2)on1	i	i	i	i	i	i	i	-8	i	i	i
O=c1c(-c2ccccc2)c(-c2ccccc2)oc2cc(O)cc(O)c12	i	i	i	i	-9*	i	13*	-14	i	i	i
NS(=O)(=O)c1ccc(CCNC(=O)CCc2nc3sc4c(c3c(=O)[nH]2)CCCC4)cc1	i	i	i	i	i	i	i	-9	i	i	i
CC1CC(c2ccccc2)n2nc(N3C(=O)c4ccccc4C3=O)nc2N1 (centres undefined)	i	i	25*	i	i	i	i	-8	i	i	i
Cc1ccccc1-n1cc(C(=O)c2cc(Cl)ccc2O)cc(C#N)c1=O	i	i	i	i	i	i	i	-14	i	i	i
COc1cccc(/C=N/NC(=O)C(=O)Nc2ccccc2OC(F)(F)C(F)F)c1	i	i	i	i	i	i	i	-2	i	i	i
O=c1c2ccccc2nnn1CSc1nc2ccccc2c(=O)n1Cc1ccco1	i	i	i	i	i	i	i	-7	i	i	i
Cc1[nH]nc2c1C(c1ccc(-c3ccccc3C#N)o1)C(C#N)=C(N)O2 (centres undefined)	i	i	i	i	i	i	i	-13	9.8*	i	i
O=C(N/N=C\c1ccc(-c2cccc(Cl)c2)o1)C(=O)NC1CCCC1	i	i	i	i	i	i	i	-9	i	i	i
NC(=O)COC(=O)c1ccc(Cl)c(S(=O)(=O)N2CCN(c3ccc(F)cc3)CC2)c1	i	i	i	i	i	i	i	-20	i	i	i
CCOc1ccc2nc(N(Cc3ccccc3)C(=O)CCNC(C)=O)sc2c1	i	i	i	i	i	i	i	-6	i	i	i
CCOCCn1c(CN2CCN(c3cccc(Cl)c3)CC2)nc2c1c(=O)n(C)c(=O)n2C	i	i	i	i	i	i	i	-5	i	i	i
COc1ccc2cc3cc(C(=O)NCCC(C)C)oc3nc2c1	i	i	i	i	i	i	i	-2	i	i	i
CCOc1ccc(NC(=O)CN(C)C(=O)c2cn(-c3ccccc3)nc2-c2cccs2)cc1OCC	i	i	i	i	i	i	i	-9	i	i	i
CCOC(=O)N1CCC(NC(=O)c2ccc3c(c2)sc2nc(-c4cccc(OC)c4)cn23)CC1	.	i	.	i	.	.	i	-21	i	i	.
